Hsp70 act: switches on Hsp70 transcription; activation, % at 10 µM; 200,000 tested, 0.04% active; AID 1203; HeLa Hsp70 promoter luciferase reporter, luminescence; scaled: vehicle 0, proteasome-inhibitor control 100%;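 active means activation above the mean across all tested compounds plus 3 SD, cutoff set per campaign, cut at about 5.5% in these data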;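 further: 100% = MG132 at 30 µM as the positive control and 0% = DMSO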
STAT3 inh: STAT3 signaling inhibition; inhibition, % at 5.5 µM; U3A cells, IL-6 STAT3-luciferase reporter, luminescence; host cell line lacks STAT1; 190,000 tested, 0.89% active;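 active means inhibition above the mean inhibition across all screened compounds plus 3 SD, cut at about 44% in these data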;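 further: 0% = DMSO only wells and 100% = 100 µM nifuroxazide control wells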
Diaph act CS: counter-screen for diaphorase-based assays: diaphorase activators and chemical reducers; Diaphorase/resazurin coupled assay, resorufin fluorescence, 16 min; stronger effect = higher value; 1 = vehicle wells, 0 = NADH-free wells; activation factor at 20 µM; 190,000 tested, 0.005% active;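 active means diaphorase activity raised at least twofold by the compound at 20 µM; inactive means activation factor below 2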
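Material: bacterial diaphorase enzyme (C. kluyveri); amount: enzyme 0.07 U/mL final; reagent: NADH substrate 0.114 mM plus resazurin dye 0.1 mM, final; doses: single compound dose of 20 µM, 1% DMSO final; timing: 16 min enzyme reaction, ambient temperature; measured by: fluorescence of resorufin, 544 nm excitation, 590 nm emission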
STAT1 inh: reduces IFN-gamma driven STAT1 reporter signal | inhibition, % at 5.5 µM | AID 920 | 200,000 tested, 0.35% active | NIH 3T3 STAT1-luciferase reporter, luminescence;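 active means inhibition above a set limit, the mean inhibition across all tested compounds plus 3 SD, cut at about 34% in these data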;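 further: 0% = IFN-gamma with DMSO and 100% = IFN-gamma with 300 µM nifuroxazide; values of inactives mirror those of a sister screen read the other way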
STAT3 act: increases IL-6 driven STAT3 reporter signal | U3A cells, IL-6 STAT3-luciferase reporter, luminescence; 100% = signal with IL-6 EC80 alone | 190,000 tested, 0.91% active | AID 871 | activation (% of control), % at 5.6 µM;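 active means activation above the screen-wide mean of compound activation plus 3 SD, cut at about 130% in these data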;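 further: 0% = background luminescence of wells with medium and substrate only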
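System – human U3A cells carrying STAT3-luciferase construct · Probe or stimulus – Interleukin-6, 33 ng/mL · Schedule – compound 1 h, then IL-6 6 h at 37 °C · Signal – luminescence from STAT3-driven luciferase reporter · Evaluation – percent of IL-6-only median luminescence · Benchmarks – IL-6-only high control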
APP transl inh: APP translation inhibition; SH-SY5Y APP 5'UTR-luciferase reporter, luminescence; inhibition, % at 2 µM; 190,000 tested, 0.82% active; AID 1285;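 active means inhibition above a set limit, derived from the sample mean plus 3 SD, cut at about 45% in these data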; further: values of inactives mirror those of a sister screen read the other way
G6PDH counter: counter-screen for G6PDH assay hits: L. mesenteroides G6PDH inhibition. inhibition, % at 5 µM. 200,000 tested, 0.12% active. Purified L. mesenteroides G6PDH, diaphorase/resazurin coupled fluorescence, 45 min; in the data active means inhibition above about 50%
STAT1 act: increases IFN-gamma driven STAT1 reporter signal. NIH 3T3 STAT1-luciferase reporter, luminescence; 100% = IFN-gamma alone, no compound. activation (% of control), % at 5.5 µM. 200,000 tested, 2.6% active. AID 932;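 active means activation above the screen-wide mean activation plus 3 SD, cut at about 130% in these data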;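 further: raw ratio to IFN-gamma control signal so 100% means no change and 0% no light; values of inactives mirror those of a sister screen read the other way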
Diaph inh CS: counter-screen for diaphorase-based assays: diaphorase inhibitors and chemical oxidizers. 190,000 tested, 0.69% active. inhibition, % at 20 µM. AID 1217. diaphorase resazurin-to-resorufin fluorescence, NADH, 16 min; bacterial (C. kluyveri) enzyme, not human;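 active means primary screen inhibition at 20 µM above a set limit, cut at about 50% in these data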;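 further: plate controls were DMSO with full reaction for no effect and wells lacking NADH for full effect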
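Test system: Clostridium kluyveri diaphorase enzyme / Quantity: diaphorase at 0.14 U/mL in enzyme working solution / Incubation: 16-min room-temperature incubation before reading / Benchmarks: NADH-free wells as positive control, DMSO-only neutral wells / Signal: resorufin fluorescence 544/590 nm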
TLR4-MyD88 BLA: TLR4-MyD88 interaction inhibition in cells | O00206+Q99836 | HeLa CL3-4 TLR4/MyD88 BLA complementation, FRET ratio | inhibition, % at 8.4 µM | 200,000 tested, 0.18% active | AID 861; in the data active means inhibition above about 25%;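 further: 0% = vehicle and 100% = reference inhibitor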
* = called active by the depositor; / = no result given.

entry	smiles	Hsp70 act	STAT3 inh	Diaph act CS	STAT1 inh	STAT3 act
1	Cc1sc(N/N=C/c2cccs2)nc1-c1ccccc1	-0.3	-32	0.9	-20	128
2	O=C(CSc1ccc2nnc(CCNC(=O)c3ccccc3)n2n1)Nc1ccccc1	-0.1	12	1	6	96
3	CCOc1cc(C2CC(=O)c3c(ccc4ccccc34)N2)ccc1O (configuration not stated)	-0.4	3	0.8	-5	104
4	COc1ccc(/C=N/N2CCN(C3c4ccccc4-c4ccccc43)CC2)cc1O	-0.2	0	0.8	-4	102
5	O=C(NC1C(=O)NNC1c1ccccc1)c1ccc(F)cc1 (configuration not stated)	0.3	3	0.9	-32	101
6	O=C(CSc1nnc(SCc2ccc(Cl)cc2)s1)c1ccc2c(c1)OCO2	-0.2	-10	0.9	1	106
7	CCCN1CCN(C(=O)Cn2c(=O)oc3cc(S(=O)(=O)NCc4ccccc4)ccc32)CC1	-0.4	1	0.9	11	99
8	c1ccc(-c2ccc(-c3[nH]ncc3CN3CCC(N4CCSCC4)CC3)cc2)cc1	-0.2	-5	0.9	-14	108
9	COc1ccc(O)c(/C=N/NC(=O)CSc2nnc(C)n2-c2ccccc2)c1	-0.5	20	0.8	-12	91
10	COCCn1c(C)cc(C(=O)COC(=O)c2ccc([N+](=O)[O-])o2)c1C	0.1	15	1	6	94
11	O=C(Nc1ccc(Br)cc1Cl)c1cnccn1	0.0	14	0.9	1	93
12	O=C(/C=C/c1ccc(Cl)cc1)Nn1c(-c2cccs2)nc2ccccc2c1=O	-0.4	12	0.9	6	93

entry	APP transl inh	G6PDH counter	STAT1 act	Diaph inh CS	TLR4-MyD88 BLA
1	-38	-32	118	9	6
2	-18	14	93	5	4
3	7	8	105	17	-3
4	18	10	104	21	3
5	-3	8	129*	5	5
6	-6	-1	101	12	4
7	7	-8	90	11	8
8	-31	1	111	7	-9
9	21	-5	110	20	-11
10	3	0	94	4	7
11	-12	7	100	6	-9
12	4	-5	95	14	3

Retrieved one by one from above (three):
entry	smiles	Hsp70 act	STAT3 inh	Diaph act CS	STAT1 inh	STAT3 act
8	c1ccc(-c2ccc(-c3[nH]ncc3CN3CCC(N4CCSCC4)CC3)cc2)cc1	-0.2	-5	0.9	-14	108
5	O=C(NC1C(=O)NNC1c1ccccc1)c1ccc(F)cc1 (configuration not stated)	0.3	3	0.9	-32	101
9	COc1ccc(O)c(/C=N/NC(=O)CSc2nnc(C)n2-c2ccccc2)c1	-0.5	20	0.8	-12	91

entry	APP transl inh	G6PDH counter	STAT1 act	Diaph inh CS	TLR4-MyD88 BLA
8	-31	1	111	7	-9
5	-3	8	129*	5	5
9	21	-5	110	20	-11

Next part
entry	smiles	Hsp70 act	STAT3 inh	Diaph act CS	STAT1 inh	STAT3 act
13	CCN1CCN(CC(=O)N2N=C(c3cccs3)CC2c2ccc(C)cc2)C(=O)C1=O (configuration not stated)	-0.1	-8	0.9	-2	106
14	O=C(NC(=S)Nc1ccc2c(c1)OCO2)c1ccccc1	0.0	15	0.7	-51	96
15	CS(=O)(=O)N(CC(=O)N1CCCC1)c1cc(C(F)(F)F)ccc1Cl	-0.1	5	1	-1	98
16	CCCCCN1CC(O)=C(c2nc3ccccc3[nH]2)C1=N	-0.1	6	1	-24	99
17	CC(Oc1ccc(Cl)cc1)c1ccnn1S(=O)(=O)c1ccccc1 (configuration not stated)	-0.4	7	0.9	2	95
18	CC(=O)CSc1nnc(Cc2ccc([N+](=O)[O-])cc2)o1	-0.2	9	1	3	99
19	CCN(CC)S(=O)(=O)c1ccc(C)c(C(=O)Oc2cccc(-c3cnc4ccccc4n3)c2)c1	-0.3	-12	0.9	-3	108
20	Cc1cc(C)n(-c2ccc(C(=O)OCC(=O)Nc3ccccc3[N+](=O)[O-])cc2)n1	0.6	-17	1	2	110
21	CCOC(=O)N1CCN(C(=O)c2ccc3c(=O)n(-c4ccccc4F)c(=S)[nH]c3c2)CC1	-0.1	17	0.5	40*	89
22	O=C(c1ccc(Cl)cc1)N1CCC(c2nc(-c3cccs3)no2)CC1	-0.3	6	0.9	1	98
23	Cc1cc(=O)oc2cc(OCC(=O)Nc3nnc(CC(C)C)s3)ccc12	0.3	4	0.9	-3	99
24	O=C1CC(/C=C/c2ccccc2)(C(=O)NC2CCCC2)N1c1ccc(S(=O)(=O)N2CCCC2)cc1 (configuration not stated)	-0.1	22	0.9	1	84

entry	APP transl inh	G6PDH counter	STAT1 act	Diaph inh CS	TLR4-MyD88 BLA
13	0	4	102	6	4
14	-170	8	146*	27	8
15	18	2	99	3	0
16	-40	-2	123	1	10
17	-11	3	98	15	-5
18	-5	2	97	4	-2
19	-96	-5	105	11	-8
20	-2	-13	98	2	9
21	-16	0	63	50*	-3
22	-4	0	99	8	-1
23	0	1	102	8	3
24	-8	4	99	6	4

Later entries:
entry	smiles	Hsp70 act	STAT3 inh	Diaph act CS	STAT1 inh	STAT3 act
25	O=C(NCc1ccc(Cl)cc1)c1ccc(OCC2CCCO2)cc1 (configuration not stated)	-0.3	-6	1	-3	107
26	O=C(NN=C1CCCCCC1)c1cccnc1	-0.3	12	1.1	-8	96
27	CCn1c(=S)[nH]c2scc(-c3cccs3)c2c1=O	-0.2	6	0.7	8	99
28	CC(C)(C#N)NC(=O)c1ccco1	0.0	2	0.9	-5	102
29	COc1ccc(-n2c(C)cc(C(=O)NC3CCCCC3)c2C)cc1	-0.1	-6	1	-23	112
30	O=c1nccc(NCc2ccco2)[nH]1	0.1	10	1	-3	95
31	Cc1ccc(S(=O)(=O)CCc2nnc(NC(=O)c3ccco3)s2)cc1	-0.1	10	1	-4	98
32	Cc1cccc(NC(=O)CC23CC4CC(C2)CC(n2nnc(C)n2)(C4)C3)c1	-0.6	-16	0.8	-1	111
33	COc1cccc(/C=C(/C(=O)OCC(=O)NCC2CCCO2)c2ccccc2)c1 (configuration not stated)	-0.1	16	0.9	2	89
34	CC(C)[C@H](NC(=O)c1ccccc1)C(=O)OCC(=O)N1CCCc2ccccc21	-0.3	-8	1	-1	104
35	Cc1nonc1C1CCCN1Cc1cn[nH]c1-c1ccc2c(c1)OCO2 (configuration not stated)	0.0	6	0.8	0	105
36	Cc1cccc(NC(=O)NNC(=O)COc2ccc(Cl)cc2)c1	-0.4	2	1	-2	102

entry	APP transl inh	G6PDH counter	STAT1 act	Diaph inh CS	TLR4-MyD88 BLA
25	-14	0	103	3	5
26	0	10	107	-12	1
27	15	0	94	28	-8
28	-6	-4	103	8	-14
29	-20	2	121	0	-8
30	8	-4	104	-3	-14
31	-14	3	103	3	19
32	7	23	101	16	-10
33	-6	-6	98	8	-4
34	27	6	101	4	-12
35	-30	14	99	17	-10
36	4	12	99	4	-5

Down the list, from the results shown.
STAT3 act, compounds 25 to 36, in order: 107, 96, 99, 102, 112, 95, 98, 111, 89, 104, 105, 102
TLR4-MyD88 BLA, compounds 25 to 36, in order: 5, 1, -8, -14, -8, -14, 19, -10, -4, -12, -10, -5
G6PDH counter, compounds 25 to 36, in order: 0, 10, 0, -4, 2, -4, 3, 23, -6, 6, 14, 12

The listing picks up, repeating the 2 entries before the break.
entry	smiles	Hsp70 act	STAT3 inh	Diaph act CS	STAT1 inh	STAT3 act
35	Cc1nonc1C1CCCN1Cc1cn[nH]c1-c1ccc2c(c1)OCO2 (configuration not stated)	0.0	6	0.8	0	105
36	Cc1cccc(NC(=O)NNC(=O)COc2ccc(Cl)cc2)c1	-0.4	2	1	-2	102
37	Cc1ccc(CN(Cc2ccco2)C(=S)NCC(=O)NC2CC2)cc1	-0.2	5	0.9	4	102
38	O=C(COC(=O)CNC(=O)c1ccc(Br)o1)Nc1ccc2c(c1)OCCO2	-0.3	11	1	1	99
39	Cc1cccc(C)c1-n1c(C)nn(Cc2ccc([N+](=O)[O-])cc2)c1=O	-0.1	12	1.1	-4	100
40	CCOC(=O)c1c(C)oc2c(F)c(F)c(F)c(F)c2c1=O	-0.6	8	0.8	-2	99
41	COCCn1c(SCC(=O)c2ccc(CNC(C)=O)o2)nc2ccccc2c1=O	-0.1	10	0.8	-4	96
42	CCOC(=O)C1=C(C(F)(F)F)Nc2ncnn2C1c1ccc(OC)c(OC)c1OC (configuration not stated)	-0.2	-7	0.9	-6	106
43	O=C(NC(Cc1c[nH]c2ccccc12)C(=O)N/N=C/c1cccnc1)c1cccs1 (configuration not stated)	-0.1	-3	0.9	-13	109
44	CN(C)S(=O)(=O)c1ccc(Cl)c(NC(=O)CSc2nc3ccccc3c(=O)n2CCCN2CCOCC2)c1	-0.4	-4	0.7	13	106
45	CC(=O)Nc1ccccc1C(=O)C(=O)Nc1cccc(C(=O)NC2CC2)c1	1.4	-9	1	-21	105
46	CC1CCC(NC(=O)CN2CCCN(Cc3ccc(F)cc3Cl)C2=O)CC1 (configuration not stated)	-0.5	15	0.9	4	92
47	CCc1nn(CC(=O)NCCCN(CC)Cc2ccccc2)c(=O)c2cc3sccc3n12	-0.1	-3	1	-3	108
48	Cc1nc2ccccn2c1/C(O)=C1\C(=O)C(=O)N(CCN2CCOCC2)C1c1cccs1 (configuration not stated)	-0.4	18	0.9	10	90

entry	APP transl inh	G6PDH counter	STAT1 act	Diaph inh CS	TLR4-MyD88 BLA
35	-30	14	99	17	-10
36	4	12	99	4	-5
37	12	-2	96	10	4
38	6	11	99	4	1
39	-4	7	103	-14	3
40	/	-16	102	15	3
41	2	2	103	16	-8
42	-7	0	106	11	0
43	10	16	111	8	-10
44	-8	-4	88	28	10
45	-13	-12	118	5	-18
46	-14	6	96	13	-10
47	3	3	103	4	1
48	-8	-16	89	9	1

The list continues:
entry	smiles	Hsp70 act	STAT3 inh	Diaph act CS	STAT1 inh	STAT3 act
49	COc1ccc(S(=O)(=O)NNC(=O)c2cccs2)cc1	-0.2	-1	0.9	-6	101
50	COc1ccc(-n2sc3c(c2=S)-c2cc(OC)ccc2NC3(C)C)cc1	-0.2	4	0.7	8	101
51	O=C(CN1c2cccc3cccc(c23)S1(=O)=O)Nc1ccccc1	0.2	3	0.8	4	97
52	CCOc1ccc(C(=O)Nc2cc(OC)ccc2OC)cc1	-0.3	17	0.9	13	87
53	O=C(Cc1ccc(Cl)cc1Cl)NCC1(N2CCOCC2)CCCCC1	0.0	2	0.8	3	100
54	Cc1ccc(NC(=S)N2CCN(C(=O)C3CCCO3)CC2)c(C)c1 (configuration not stated)	-0.1	4	0.9	7	98

entry	APP transl inh	G6PDH counter	STAT1 act	Diaph inh CS	TLR4-MyD88 BLA
49	-5	14	107	8	2
50	-19	-5	93	28	8
51	-4	8	97	15	3
52	-7	3	88	14	-3
53	-6	4	97	22	-3
54	-2	3	94	6	-3
